NCI-60 one-dose screen, 48 h, at 10 µM unless noted. Numbers give growth in % (100 = growth as untreated, 0 = no growth, -100 = all killed).
A498: A498 renal cancer cells. 5.4% of 76,000 active. AID 1794774
RXF 393: RXF 393 renal cancer cells. 6.9% of 77,000 active
OVCAR-8: OVCAR-8 ovarian cancer. 4.4% of 81,000 active. AID 1794782
OVCAR-3: OVCAR-3 ovarian cancer. 7% of 79,000 active
OVCAR-5: OVCAR-5 ovarian cancer; 2.9% of 82,000 active
CAKI-1: CAKI-1 renal cancer | 4.7% of 75,000 active
OVCAR-4: OVCAR-4 ovarian cancer cells | 3.7% of 80,000 active | AID 1794784
ACHN: ACHN renal cancer | 4.9% of 81,000 active
An asterisk follows results filed as active; nt = not tested or not shown. The calls were made as follows: active = growth percent below 10; inactive = the rest.

A first look:
SMILES	A498	RXF 393	OVCAR-8	OVCAR-3	OVCAR-5	CAKI-1	OVCAR-4	ACHN
COCCOC(=O)C1=C(C)NC(C)=C(C(=O)OCCOC)C1c1cccc(C#N)c1	100	103	104	102	104	90	102	104
COc1ccc2[nH]c(C(=O)N3CCN(C(=O)OCc4ccc5c(Cl)cc(Cl)c(O)c5n4)CC3)cc2c1	-14*	-93*	-64*	-97*	-89*	-96*	-69*	-100*
ClCc1cccc(CSc2ncnc3nc[nH]c23)c1	96	70	82	86	126	98	93	99
CSc1ncnc2c1ncn2CO	113	105	113	121	109	102	115	121
CSc1nc(S(C)(=O)=O)ncc1C	92	104	95	107	103	nt	98	100
CC(C)(C)c1cn2cccc(C(=O)N3CCN(CC(=O)Nc4ccc(Cl)cc4C(=O)c4ccccc4Cl)CC3)c2n1	-0.7*	nt	51	76	75	67	51	45
CCN1CCN(CC(=O)Nc2nc3ccc(NCc4ccc(Cl)cc4)cc3s2)CC1	58	51	78	62	75	68	80	83
Cc1ccc(-c2ccc(CCC(=O)Nc3ncc(Cc4ccc(F)cc4)s3)o2)cc1	104	95	89	116	100	79	90	80
CCOc1ccc2nc(NC(=O)Nc3ccccc3C)sc2c1	nt	49	75	21	80	61	80	67
CCOC(=O)C(NC(C)=O)(C(=O)OCC)C1c2ccccc2-c2ccc(N)cc21 (stereo not drawn)	122	109	102	108	97	nt	102	106
O=C1c2ccccc2C(=O)C1c1ccc(Br)cc1	85	121	102	116	107	83	99	97
Cc1c(C(=O)NNC(=O)Nc2ccc(Cl)cc2)nnn1-c1ccc([N+](=O)[O-])cc1	91	91	100	101	103	81	96	103

All compounds of this part, repeating the preview:
SMILES	A498	RXF 393	OVCAR-8	OVCAR-3	OVCAR-5	CAKI-1	OVCAR-4	ACHN
COCCOC(=O)C1=C(C)NC(C)=C(C(=O)OCCOC)C1c1cccc(C#N)c1	100	103	104	102	104	90	102	104
COc1ccc2[nH]c(C(=O)N3CCN(C(=O)OCc4ccc5c(Cl)cc(Cl)c(O)c5n4)CC3)cc2c1	-14*	-93*	-64*	-97*	-89*	-96*	-69*	-100*
ClCc1cccc(CSc2ncnc3nc[nH]c23)c1	96	70	82	86	126	98	93	99
CSc1ncnc2c1ncn2CO	113	105	113	121	109	102	115	121
CSc1nc(S(C)(=O)=O)ncc1C	92	104	95	107	103	nt	98	100
CC(C)(C)c1cn2cccc(C(=O)N3CCN(CC(=O)Nc4ccc(Cl)cc4C(=O)c4ccccc4Cl)CC3)c2n1	-0.7*	nt	51	76	75	67	51	45
CCN1CCN(CC(=O)Nc2nc3ccc(NCc4ccc(Cl)cc4)cc3s2)CC1	58	51	78	62	75	68	80	83
Cc1ccc(-c2ccc(CCC(=O)Nc3ncc(Cc4ccc(F)cc4)s3)o2)cc1	104	95	89	116	100	79	90	80
CCOc1ccc2nc(NC(=O)Nc3ccccc3C)sc2c1	nt	49	75	21	80	61	80	67
CCOC(=O)C(NC(C)=O)(C(=O)OCC)C1c2ccccc2-c2ccc(N)cc21 (stereo not drawn)	122	109	102	108	97	nt	102	106
O=C1c2ccccc2C(=O)C1c1ccc(Br)cc1	85	121	102	116	107	83	99	97
Cc1c(C(=O)NNC(=O)Nc2ccc(Cl)cc2)nnn1-c1ccc([N+](=O)[O-])cc1	91	91	100	101	103	81	96	103
CC(C)(C)C(=O)OCOP(=O)(OCOC(=O)C(C)(C)C)C1CCCN(OCc2ccccc2)C1=O (stereo not drawn)	82	104	96	103	103	91	nt	98
O=C(NCCNc1cc(-c2cn(-c3ccccc3)nc2-c2cccc(O)c2)ccn1)Nc1ccc(Cl)c(Cl)c1	64	31	88	nt	87	54	81	94
CCCCCCNC(=O)Oc1ccc(/C(=C(\C)c2ccc(OC)cc2)c2ccc(OCCN(C)C)cc2)cc1	nt	52	86	91	87	83	91	88
O=Cc1ccc(OCc2ccccc2)c(OCc2ccccc2)c1	98	100	103	103	107	100	124	117
CN1CCN(Cc2ccc(NC(=O)c3cncc(C#Cc4c(N)ncc5ccc(C#N)cc45)c3)cc2C(F)(F)F)CC1	43	-77*	-40*	91	-85*	58	-74*	-93*
N#Cc1ncc(-c2cccnc2F)c(NC2CCCCCC2)n1	60	83	91	106	100	74	83	84
O=C1CCCN1c1nc(-c2ccc(-c3ccccc3)cc2)c(Br)s1	41	73	85	92	86	83	77	90
Cn1c(=O)cc(Cl)c2ccccc21	106	105	101	107	111	nt	110	nt
CCN(CC)CCNc1ncnc2c1[nH]c1ccc(Cl)cc12	79	82	82	92	106	57	74	93
CCOC(=O)Nc1ccc(-c2nc(-c3cccc(OC)c3)c(-c3ccnc(Br)c3)[nH]2)cc1	22	-27*	29	33	67	33	34	24
CSC1=Nc2c(c(C)c(-c3ccccc3)n2CCCC(=O)O)C2=NC(=O)CN12	109	96	98	109	98	70	92	89
Nc1ccc([N+](=O)[O-])c(N)c1	94	117	114	114	105	101	nt	103
CC(=O)N1N=C(c2ccc3c(c2)OCO3)CC1c1ccccc1 (stereo not drawn)	84	109	101	97	99	94	nt	101
Cc1cc(Nc2ccc(OCc3ccccc3)cc2)nc2cc(O)ccc12	96	94	57	41	84	72	44	74
CCOC(=O)c1nc2c(Br)cc(Br)cn2c1C(=O)c1ccc(Br)cc1	117	103	90	106	99	nt	99	77
COc1c(O)c2c3c(c1OC)-c1ccccc1CC3N(S(=O)(=O)c1ccc(C)cc1)CC2 (stereo not drawn)	88	59	54	-10*	79	51	71	50
O=C1OC(=O)C2(Cl)C3C=CC(C3)C12 (stereo not drawn)	68	115	93	103	104	nt	93	102
COc1c(O)cc2oc3cc(O[C@H]4O[C@H](CO)[C@@H](O)C(O)C4O)c(CC=C(C)C)c(O)c3c(=O)c2c1CC=C(C)C (stereo partly drawn)	99	104	109	103	117	nt	112	112
COC(=O)N1CCN(c2ccc(C)cc2)CC1	94	150	114	115	96	113	114	111
CCNC(=O)Oc1ccc(/C(=C(/C)c2ccc(OC)cc2)c2ccc(OCCN(C)C)cc2)cc1	nt	65	90	86	88	86	93	92
CCOC(=O)/C=C(/C)Nc1ccc(Cl)cc1	85	104	100	111	109	93	104	96
COc1ccc(/C=C2\S/C(=N\N=C(c3ccccc3)c3ccccc3)NC2=O)cc1	102	100	85	93	95	71	81	89
O=C(CCCCCCNC(=O)C(O)(O)C(F)(F)F)Nc1ncc(-c2ccccc2)s1	-42*	-48*	-2.2*	-43*	-0.9*	-40*	19	-53*
CCN(CC)Cc1cc(Nc2cc(C(F)(F)F)c(C#N)c3nc4ccccc4n23)ccc1O	-14*	0.3*	9.8*	11	31	7.0*	14	4.7*
COc1ccc(N=Nc2c(-c3ccc(Cl)cc3)n[nH]c2C(F)(F)F)cc1	56	105	97	102	113	106	115	102
CO/N=C(/C(=O)NC1C(=O)N2C(C(=O)O)=C(COC(N)=O)CSC12)c1ccco1 (stereo not drawn)	102	nt	108	122	108	91	106	98
CC(=O)c1cc2c(N)c(C(=O)Nc3cccc4ncccc34)sc2nc1C	36	74	88	97	93	82	81	90
COc1ccc(/C=N\NC(=O)c2cc(-c3ccc(Br)cc3)n(-c3ccc(OC)cc3)n2)cc1	67	74	87	92	92	47	91	85
O=[N+]([O-])c1ccc(/C=N/c2nnc(-c3ccncc3)o2)cc1	86	144	99	103	101	83	95	100
O=C(Nc1nc2ccc(OC(F)(F)F)cc2o1)Nc1c(F)cccc1F	69	96	100	116	111	98	74	111
Cc1ccc2cc3c(nc2c1)Nn1c(nnc1-c1ccc[nH]c1=S)SC3	103	nt	99	109	103	85	100	94
N=C(c1ccccc1)c1ccccc1C(=O)c1ccccc1	98	109	101	100	98	84	91	91
O=C(CNC(=O)NCC1CCC(F)CC1)NC1NC2CCCCC2N1 (stereo not drawn)	94	115	102	101	93	87	108	99
COc1cc(/C=C2\SC(=S)NC2=O)ccc1OCCOc1ccc(/C=C2\SC(=S)NC2=O)cc1OC	102	113	112	117	100	98	106	97
O=C(O)c1ccccc1C(=O)c1ccc(Cl)cc1	120	105	105	103	nt	96	92	104
COc1ccc2c(c1)C(c1c[nH]c3ccccc13)(c1c[nH]c3ccccc13)CCO2	83	76	61	57	77	44	26	45
c1ccc(CCCCc2ccncc2)cc1	80	99	106	108	103	126	104	108
Cc1cc(Oc2ccccc2)ccc1Nc1ncnc2ccc(-c3cnc(Cl)c(NS(C)(=O)=O)c3)cc12	-31*	-32*	40	12	11	2.1*	40	30

New compounds follow
SMILES	A498	RXF 393	OVCAR-8	OVCAR-3	OVCAR-5	CAKI-1	OVCAR-4	ACHN
O=C1/C(=C\C=C\c2ccccc2)CCC/C1=C/C=C/c1ccccc1	99	125	115	126	117	118	122	123
Cc1sc2nc(N3CC(C)OC(C)C3)[nH]c(=O)c2c1C (stereo not drawn)	104	108	107	104	100	nt	111	114
COC(OC)C1(C)NC(=O)NC1=O (stereo not drawn)	101	102	97	113	102	101	107	100
O=C(O)CCC(=O)c1ccc(Oc2ccc(Cl)cc2)cc1	103	116	89	110	88	96	nt	91
CC(=O)c1ccc(NC(=O)CSc2nnc(-c3cc(-c4ccccc4)nc4ccccc34)o2)cc1	66	94	68	94	97	nt	102	97
CC(C)C(=O)OCCN(CCc1ccccc1)CCc1ccccc1	nt	118	104	100	93	nt	115	107
O=C1C(C2SC(=S)N(CCc3ccccc3)C2=O)SC(=S)N1CCc1ccccc1 (stereo not drawn)	98	119	103	97	109	97	86	104
CCCCCn1sc(=O)n(Cc2ccc(CNC(=O)OCc3ccc4cccc(O)c4n3)cc2)c1=O	4.9*	-77*	8.9*	-84*	-42*	-75*	-51*	-100*
O=C(N/N=C/c1ccccc1O)c1ccccc1O	100	54	25	40	55	nt	24	17
COc1ccc(-c2nc3ccc(-c4nnc(SCC(=O)Nc5ccc(C(=O)/C=C/c6ccccc6)cc5)o4)cc3[nH]2)cc1	80	62	72	116	103	86	81	92
CCN(CC)C(=O)C1(C)CCCC2(C)c3cc(OC(C)=O)ccc3CCC12 (stereo not drawn)	84	92	86	89	97	77	71	81
COc1ccc(C2CC(c3ccccc3)=NN2c2nc(-c3cccs3)c(C#N)c(=O)[nH]2)cc1 (stereo not drawn)	88	111	102	97	106	nt	93	105
COc1cc(CNC(=O)CCCC/C=C/C(C)C)ccc1OCc1nnc(Nc2ccc(Cl)cc2)o1	114	119	101	104	94	nt	97	91
COC12C=C/C(=C(/C(=O)OCc3csc(SC)n3)C(=O)CCCCCCCCC3(OC)C=C/C(=C(/C(=O)OCc4cnc(SC)s4)C(=O)CCCCCCCC1)O3)O2 (stereo not drawn)	35	-35*	27	21	60	68	39	6.0*
CC1(C)CC2(C)OCCN2C(=S)N1 (stereo not drawn)	96	98	102	105	105	100	102	104
Cc1nnc2n1N=C(c1ccc(Br)cc1)CS2	88	95	102	nt	102	84	97	107
Clc1cccc(-n2cnnn2)c1N1CCCC1	77	99	103	111	97	91	95	105
CCCCCC1CCCCN1C(=O)OCC (stereo not drawn)	91	170	107	109	95	99	105	99
COc1ccc(C2C=C(c3ccc(NCc4nccc(OCC(F)(F)F)c4C)cc3)NC(N)=N2)cc1O (stereo not drawn)	93	119	85	94	103	89	77	93
NC(CC(=O)NO)C(=O)O (stereo not drawn)	96	98	101	110	89	92	94	102
Cn1cnc([N+](=O)[O-])c1/C=C1\Oc2cc(Cl)ccc2C1=O	110	106	97	102	108	92	107	111
O=c1c(-c2nc3ccccc3[nH]2)cc2ccccc2n1Cc1cn(Cc2cccc(Cl)c2)nn1	93	105	92	103	103	87	83	86
Cc1cnc2ccccc2n1	104	112	95	106	91	93	nt	87
Cc1onc(-c2ccccc2)c1C(=O)N1CCCN2C(=O)c3ccccc3C21 (stereo not drawn)	111	116	99	119	84	nt	101	92
C=CC1=CC2C(O)c3ccccc3N3C(=O)COC23C(OC)=C1 (stereo not drawn)	106	106	96	106	109	nt	122	109
CCCc1nc2ccccc2c(=O)n1Cc1nnc(C)o1	117	117	99	113	98	99	101	99
Nc1cc(N)c(O)c(N)c1	94	118	106	108	100	92	105	97
Cc1ccc(NS(=O)(=O)c2ccc(-c3cnc(C4CC4)o3)cc2)cc1C	-16*	-3.7*	28	-1.7*	38	27	43	41
O=C(O)CNS(=O)(=O)Cc1ccccc1	98	96	99	112	93	98	103	98
Cn1c(=O)c2c(nc3n2CCN(CCc2ccc(OCCN4CCOCC4)cc2)C3)n(C)c1=O	81	111	109	110	103	97	95	106
COc1ccc(C(=O)Oc2ccc(Cl)cc2Cl)cc1	99	108	99	106	111	100	108	108
C=CCn1c(SCC(=O)Nc2ccc(C(=O)/C=C/c3cc(OC)c(OC)c(OC)c3)cc2)nnc1-c1ccccc1	88	98	87	82	128	nt	111	103
CCCCC(CO)ON=C(C)C (stereo not drawn)	90	115	101	109	98	91	102	99
NS(=O)(=O)Oc1ccc(C(=O)NC23CC4CC(CC(C4)C2)C3)cc1	nt	111	99	106	101	94	103	102
O=C1SC(=O)c2ccccc21	nt	110	107	109	105	103	101	108
COc1cc(OC)c2c3nc4cc(C)c(C)cc4nc3n(CCN(C)C)c2c1	105	-18*	-0.3*	98	73	51	63	47
CCCc1nc2nc3c(c(C)nn3-c3ccccc3)c(-c3ccc(OC)cc3)c2c(=O)[nH]1	92	104	100	115	105	96	94	105
NS(=O)(=O)c1ccc(Nc2cc(-c3ccccc3)nc(SCC(=O)c3ccc(Br)cc3)n2)cc1	nt	100	100	nt	94	81	92	91
CCOC(=O)/C(C#N)=C\c1ccc(/C=C(\C#N)C(=O)OCC)cc1	111	110	105	108	93	96	105	101
